Bioassay records deposited in PubChem by Sanford-Burnham Center for Chemical Genomics.
Hsp70 displacement – small molecules displacing fluorescent ligand from Hsp70 – biochemical, fluorescence polarization, primary screen (AID 583) | 140,000 compounds, 0.06% hits | Hsp70 fluorescence polarization probe displacement, mP; higher % means a stronger effect | displacement, % at 20 µM; hits with a dose series show IC50 in µM; in the data active = displacement above about 50%;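 also: plate controls were vehicle for no effect and reference ligand for full effect; a part of the inactive calls stands beside numbers as strong as those of hits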
Rat MKP-3 inhibitors – inhibition of rat DUSP6 enzyme activity – biochemical, in vitro, primary screen (AID 425) | recombinant MKP-3 phosphatase activity, fluorescence; higher % means a stronger effect | inhibition, % at 20 µM, or IC50 in µM where a hit was titrated | 110,000 compounds, 0.17% hits; in the data active = inhibition above about 50%;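 also: plate controls were vehicle for no effect and reference inhibitor for full effect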
Starred values were filed as active, the others as inactive; x = not tested or not shown; & = joins results of further samples. Some of the compounds tested. The share of hits here may be higher or lower than overall.

Rat MKP-3 inhibitors | Hsp70 displacement | Molecule
1% | -6.5% | Cc1cc(/C=C2/SC(=S)N(CC(=O)O)C2=O)c(C)n1-c1ccc([N+](=O)[O-])cc1
5% | -4.4% | O=C(Nc1cccc(Cl)c1)C1(c2ccccc2)CC1(Cl)Cl (centres undefined)
x | 2.4% | CCOC(=O)c1[nH]c2cc(OC)c(OC)cc2c1N
-6% | 1.9% | CCn1c(Cc2ccccc2)nnc1SCC(=O)OC(C)C
-2% | -1.6% | COc1cc2ccccc2cc1C(=O)Nc1ccccc1N1CCN(S(C)(=O)=O)CC1
2% | -1.3% | O=C(NNC(=O)C1CCCO1)c1ccc(F)cc1 (centres undefined)
x | 0.2% | COC(=O)C1=C(C)NC(=O)/C1=C\c1cc(C)n(-c2c(C)cccc2C)c1C
-13% | -0.1% | O=C(Nc1ccccc1)OCCOc1ccccc1
1% | -2.8% | O=C(CSc1n[nH]c(-c2ccccc2)n1)c1cccc([N+](=O)[O-])c1
-2% | 3.5% | O=C(CN(CC1CCCO1)C(=O)CCC(=O)Nc1ccccn1)NCC1CCCO1 (centres undefined)
-4% | 0.7% | CC1CCCN(C(C(=O)Nc2ccc3c(c2)OCO3)c2ccccc2)C1 (centres undefined)
3% | 1.4% | Nc1cc(=O)[nH]c(SCc2nnc(-c3ccccc3)o2)n1
6% | 1.5% | CCOc1ccc(N2C(=O)NC(=O)/C(=C/c3ccc(-c4ccc(C(=O)O)c(Cl)c4)o3)C2=O)cc1
-5% | -2.5% | CCOC(=O)CSc1nc2ccsc2c(=O)n1C1CCN(C(=O)OCC)CC1
0% | 4.5% | CN(Cc1cccc(F)c1)C(=O)c1ccc(S(=O)(=O)C(F)F)cc1
x | 0.3% | CS(=O)(=O)N(CC(=O)N1CCN(c2ccc(F)cc2)CC1)c1cccc(Cl)c1
x | 1.8% | CCOc1ccc2nc(NC(=O)c3ccc(OC)c(S(=O)(=O)N4CCOCC4)c3)sc2c1
-6% | 5.8% | O=C1CCC/C1=c1\s/c(=C\c2cccnc2)c(=O)n1-c1ccccc1
4% | -3.1% | COC(=O)C1=C(C)N(c2ccc(Cl)cc2)C(=O)/C1=C\c1ccccc1O
-3% | -1.7% | O=C(O)Cn1c(-c2cscn2)nc2ccccc21
-1% | 0.5% | Cc1ccc(Cn2c(CN3CCOCC3)nc3c2c(=O)n(C)c(=O)n3C)cc1
0% | 3.2% | CCC(C)c1ccc(NC(=O)c2c(-c3ccccc3Cl)noc2C)cc1 (centres undefined)
-3% | 4.7% | Cc1nccn1S(=O)(=O)c1ccc(Cl)cc1Br
2% | -0.8% | O=C(NCCOc1ccccc1F)c1cccc2ccccc12
2% | -2.0% | COc1ccc(OC)c(C2/C(=C(\O)c3ccc(Br)cc3)C(=O)C(=O)N2c2ccccc2)c1 (centres undefined)
x | 2.3% | CCOC(=O)C1=C(Cn2cnc3ccccc32)NC(=O)NC1c1ccc(Cl)cc1 (centres undefined)
-2% | 0.2% | NC(=O)C12CC3CC(C1)CC(C(N)=O)(C3)C2
-2% | 3.6% | Cc1c(NC(=O)C2CCCNC2=O)c(=O)n(-c2ccccc2)n1C (centres undefined)
4%&0% | 0.1%&2.0% | Cc1cc(Cn2ccnc2)c(C)cc1Cn1ccnc1
0% | -3.3% | COc1ccc(C(C(=O)OC(C)CN(C)C)c2ccccc2)cc1 (centres undefined)
2% | -2.8% | C=CCOc1ccc(C=C2C(=O)NC(=S)NC2=O)cc1
-1% | 4.2% | O=C(c1ccc(F)cc1)N1CCN(c2cccc(Cl)c2)CC1
6% | -1.1% | C=CCC1(O)CC(c2ccc(C)cc2)NC(c2ccc(C)cc2)C1C (centres undefined)
x | 7.1% | COc1ccc(C(=O)CSc2cc(C)nc(SCC(=O)c3ccc(C)cc3)n2)cc1
6% | 1.2% | Cc1ccc(N2NC(=O)/C(=C/c3ccc(O)c(O)c3)C2=O)cc1C
-2% | 1.6% | CCOC(=O)CNC(c1ccccc1)c1cc(Br)ccc1NC(=O)CN1CCOCC1 (centres undefined)
-7% | 5.2% | CCOc1cccc(NC(=O)C2CC(=O)NC(=Nc3ccccc3)S2)c1 (centres undefined)
x | -6.6% | C/C=C/c1ccccc1OCc1ccc(C(=O)OC)o1
-3% | -0.5% | Cn1c(-c2ccccc2)c(CCO)c2ccccc21
x | -6.7% | CCn1nnc(-c2ccccc2NS(=O)(=O)c2ccc(S(=O)(=O)N(C)C3CCCCC3)cc2)n1
-8% | -2.7% | CC(=O)Nc1ccc(C(=O)NC2CCCC2)cc1
2% | 0.5% | NS(=O)(=O)c1ccc(NC(=O)CCC(=O)O)cc1
x | -3.2% | N#CCCN(Cc1cccnc1)C(=O)Nc1ccccc1
-2% | -0.7% | COc1ccccc1OCCCN1CCCC1
x | -5.4% | COc1cccc(CNCCNC(=O)c2nonc2N)c1
x | -0.9% | CCc1ccc2[nH]c(=O)c(C(c3nnnn3Cc3ccco3)N3CCC(C)CC3)cc2c1 (centres undefined)
1% | -0.9% | Cc1cccc(/C=N\Nc2nnc(-c3ccccc3)c(=O)[nH]2)c1
4% | -2.5% | O=C(N/N=C/c1cccs1)c1cc(-c2ccc(Cl)cc2)n[nH]1
x | -1.4% | C=CCNc1nc(Nc2ccc(OC)cc2)nc(OC)n1
-12% | -1.0% | COc1ccc(NC(=O)c2ccco2)c(OC)c1
-4% | -1.8% | CCOc1cccc(-c2nnc3sc(COc4ccc(Cl)cc4)nn23)c1
x | -1.4% | Cc1ccc2nc(NC(=O)c3ccc(Cn4cc(Cl)cn4)o3)sc2c1
4% | -0.7% | Cc1nc2ccc(S(=O)(=O)NC(C(=O)N3CCCC3)C(C)C)cc2s1 (centres undefined)
0% | 0.2% | COc1ccc(NC(=O)CC2Oc3ccccc3NC2=O)cc1 (centres undefined)
3% | -5.1% | COc1ccc(OC)c(N(CC(=O)NCC(C)C)S(C)(=O)=O)c1
-14% | 3.8% | Cc1onc(-c2ccccc2Cl)c1C(=O)OCC(=O)N1CCCc2ccccc21
8% | -3.0% | COc1ccc(/C=C/C(=O)Nc2ccc(Oc3ccccc3)cc2)cc1OC
-8% | 0.5% | CSc1cccc(NC(=O)CN(C)S(=O)(=O)c2ccc(C)cc2)c1
-2% | -6.0% | Cn1c(SCc2ccccn2)nnc1-c1ccncc1
3% | 3.0% | COc1ccc(S(=O)(=O)N(C)c2ccc(C(=O)N3CCOCC3)cc2)cc1

Additional entries.
Rat MKP-3 inhibitors | Hsp70 displacement | Molecule
0% | 2.0% | C=CCN(CC(=O)NCc1ccc(OC)cc1)C(=O)c1csnn1
-4% | -1.4% | COc1ccccc1NCc1cccs1
x | 5.6% | CCC1(C)Cc2ccccc2-c2nc(NCCCO)n(-c3ccccc3)c(=O)c21 (centres undefined)
4% | -0.3% | COc1ccc(NC(=O)NCCCN2CCCCC2C)cc1 (centres undefined)
-8% | 5.1% | COc1cccc(C2C(C#N)=C(N)Oc3cc(C)oc(=O)c32)c1OC (centres undefined)
-9% | -1.1% | CC1CCCC(NC(=O)CCn2c(=O)oc3ccccc32)C1C (centres undefined)
x | 0.9% | CCSc1nnc(NC(=O)C2C3C=CC(C3)C2C(=O)O)s1 (centres undefined)
0% | 5.0% | N#C/C(=C\c1cc([N+](=O)[O-])c(N2CCOCC2)cc1N1CCOCC1)c1nc2ccccc2[nH]1
-5% | 3.9% | Cc1cc2cc(CNC(=O)c3ccc(S(=O)(=O)N4CCCCC4)cc3)ccc2n1C
x | 0.1% | COc1ccc(C(=O)Cn2c(NCCO)nc3ccccc32)cc1OC
x | 4.0% | Cc1ccc(C)c(NC(=O)CSc2nnc(CCNC(=O)OC(C)(C)C)o2)c1
-11% | 5.7% | O=C(CN1CCC(c2nc3ccccc3[nH]2)CC1)Nc1ccc2c(c1)OCO2
3% | -1.6% | COc1ccccc1CN1CCN(C(=O)c2ccc(-c3ccccc3)cc2)CC1
0% | 5.5% | CC(C)C(=O)N1c2ccccc2C(N(C(=O)c2ccc([N+](=O)[O-])cc2)c2ccccc2)CC1C (centres undefined)
x | 6.8% | COc1ccc(CC(NC(C)=O)C(=O)NC2CCN(C(=O)Nc3ccc(Cl)cc3)CC2)cc1OC (centres undefined)
0% | 7.5% | Cc1ccc(/C=C2\SC(=S)N(CCC(=O)OCCN(C)C)C2=O)cc1
-1% | 5.5% | CC(C)Sc1nc2ccccc2n1CC(N)=O
-2% | -20% | COc1ccccc1N1C(=O)CC(Sc2nccc(C)n2)C1=O (centres undefined)
3% | 5.8% | CC(C)(C)C(=O)Nc1ccccc1C(=O)Nc1cccnc1
0% | 3.3% | CC1CCN(C(=O)c2cccc(Cl)c2)CC1
-2% | -0.1% | CCOC(=O)c1[nH]c2ccc(Br)cc2c1NC(=O)CCN1CCC(C(=O)OCC)CC1
x | -2.1% | CCOC(=O)c1sc(NC(=O)CSc2nc3c(c(-c4ccc(OC)cc4)c2C#N)CCCC3)c(C#N)c1C
4% | 2.8% | Cc1nc(SCC(=O)NCc2ccco2)c2c(C)c(C)sc2n1
1% | 2.4% | Cc1nc(N)sc1C(=O)N/N=C/C=C/c1ccccc1
x | -1.2% | Cc1ccc(/C=[N+](/[O-])C2SC(=S)N(C)C2(C)C)cc1 (centres undefined)
x | -1.0% | O=S(=O)(O/N=C1\CCCc2ccccc21)c1ccccc1
-5% | 3.8% | Cc1ccc(-c2csc3ncnc(OCC(=O)NC(=O)NCc4ccco4)c23)cc1
-5% | 3.7% | c1ccc(-n2ncc3c(N4CCN(c5ccccn5)CC4)nc(N4CCOCC4)nc32)cc1
3% | -1.4% | COc1ccccc1C(=O)OC(C(=O)c1ccccc1)c1ccccc1 (centres undefined)
1% | -52%&-58% | Nc1c(C(=O)C2CC2)sc2nc(-c3cccs3)cc(C(F)(F)F)c12
x | 2.0% | O=C(c1cnn2c(C(F)F)cc(C3CC3)nc12)N1CCCC1
x | -2.6% | CCC(C)[C@H](NC(=O)NC1CCN(Cc2ccccc2)CC1)C(=O)OC (some centres undefined)
5% | 1.3% | COc1ccccc1-c1coc2c(CN3CCOCC3)c(O)ccc2c1=O
-4% | 0.8% | Cc1cccc(N(C(=O)Nc2ccccc2)C2=NCC(C)S2)c1 (centres undefined)
x | 1.2% | O=C(c1ccccc1)N1CCN(C2C3CC4CC(C3)CC2C4)CC1 (centres undefined)
2% | -1.6%&11% | CCOC(=O)C1(P(=O)(c2ccccc2)c2ccccc2)CCC1
2% | 0.7% | Brc1ccc(-c2cc(-c3ccccc3)nc(N/N=C/c3cccnc3)n2)cc1
0% | 1.8% | O=C(c1ccc(Cl)cc1)N(c1ccc(Cl)cc1)C1C=CS(=O)(=O)C1 (centres undefined)
1% | 0.1% | COc1ccc(-n2c(Cc3cc(=O)[nH]c(=O)[nH]3)nnc2SCC(=O)N2CCCC2)cc1
0% | -5.2% | COc1ccc(/C=C2\SC(=S)N(CCCC(=O)Nc3nccs3)C2=O)cc1
1% | x | CN1CCCCc2c1[nH]c1ccccc1c2=O
x | -4.0% | CC(C)(C)OC(=O)NCCc1nnc(SCc2ccc(Cl)cc2Cl)o1
x | -0.1% | COC(=O)Cc1c(C)nc2nc(-c3ccc(Cl)cc3)[nH]n2c1=O
-4% | 0.6% | COCCCn1c(SCC(=O)Nc2ccc3c(c2)OCCO3)nnc1-c1ccoc1C
x | 4.5% | NC(=O)c1ccccc1NC(=O)NC1CCCCC1
-3% | 3.6% | O=C(COc1ccccc1)N1CCN=C1c1ccccc1
-3% | -3.3% | CCOC(=O)COc1ccc(S(=O)(=O)NCc2cccnc2)cc1
1% | 3.1% | O=C(Nc1ccc2oc(-c3ccccc3F)nc2c1)C(Cl)(Cl)Cl

Some of these compounds in order of molecular weight, smallest number first.
Rat MKP-3 inhibitors | Hsp70 displacement | Molecule
x | 4.5% | NC(=O)c1ccccc1NC(=O)NC1CCCCC1
2% | 0.5% | NS(=O)(=O)c1ccc(NC(=O)CCC(=O)O)cc1
3% | 5.8% | CC(C)(C)C(=O)Nc1ccccc1C(=O)Nc1cccnc1
2% | -0.8% | O=C(NCCOc1ccccc1F)c1cccc2ccccc12
6% | 1.2% | Cc1ccc(N2NC(=O)/C(=C/c3ccc(O)c(O)c3)C2=O)cc1C
-4% | 0.8% | Cc1cccc(N(C(=O)Nc2ccccc2)C2=NCC(C)S2)c1 (centres undefined)
2% | -1.6%&11% | CCOC(=O)C1(P(=O)(c2ccccc2)c2ccccc2)CCC1
6% | -1.1% | C=CCC1(O)CC(c2ccc(C)cc2)NC(c2ccc(C)cc2)C1C (centres undefined)
-8% | 5.1% | COc1cccc(C2C(C#N)=C(N)Oc3cc(C)oc(=O)c32)c1OC (centres undefined)
-4% | 0.7% | CC1CCCN(C(C(=O)Nc2ccc3c(c2)OCO3)c2ccccc2)C1 (centres undefined)
0% | 4.5% | CN(Cc1cccc(F)c1)C(=O)c1ccc(S(=O)(=O)C(F)F)cc1
-7% | 5.2% | CCOc1cccc(NC(=O)C2CC(=O)NC(=Nc3ccccc3)S2)c1 (centres undefined)
1% | 3.1% | O=C(Nc1ccc2oc(-c3ccccc3F)nc2c1)C(Cl)(Cl)Cl
-11% | 5.7% | O=C(CN1CCC(c2nc3ccccc3[nH]2)CC1)Nc1ccc2c(c1)OCO2
0% | 5.0% | N#C/C(=C\c1cc([N+](=O)[O-])c(N2CCOCC2)cc1N1CCOCC1)c1nc2ccccc2[nH]1
